Myeloid diff 2: promotes myeloid progenitor differentiation. ER-HoxA9 myeloid progenitors, lysozyme-GFP differentiation, flow cytometry. calls only at 10 µM. hit rate 1% among 360,000. AID 624256;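 active means normalized GFP-positive differentiation at or above the plate's own cutoff, the solvent-only control mean plus 3 SD; inconclusive means no clear call, values can overlap the other calls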;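 further: cells exposed to compound for four days before flow analysis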
human PMI inhibitors: human PMI inhibitors, high substrate, primary screen, biochemical, fluorescence intensity, high mannose 6-phosphate (AID 1220); hit rate 0.66% among 190,000; recombinant PMI enzyme, coupled fluorescence intensity; higher % means a stronger effect; inhibition, % at 20 µM; hits with a dose series show IC50 in µM
human PMI inhibition: MPI enzyme activity inhibition – biochemical, fluorescence intensity, coupled assay, primary screen (AID 1209); purified PMI enzyme, coupled fluorescence intensity; higher % means a stronger effect; inhibition, % at 20 µM, or IC50 in µM where a hit was titrated; hit rate 0.42% among 190,000;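 further: plate controls were DMSO vehicle for no effect and wells lacking substrate for full effect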
Salmonella PhoP GFP: PhoP-dependent GFP reporter repression – Salmonella Typhimurium, primary screen (AID 1863); S. Typhimurium PhoP-regulated promoter GFP reporter, 4 h; higher % means a stronger effect; inhibition, % at 50 µM, or IC50 in µM where a hit was titrated; hit rate 0.16% among 300,000;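 active means inhibition over 29.93%, a cutoff 3 SD above the screen mean, later confirmed by dose response; inconclusive means inhibition over 29.93% but no dose response follow-up; inactive means inhibition at most 29.93% or unconfirmed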;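 further: 0% = low Mg2+ inducing control and 100% = high Mg2+ repressing control; strong numbers were not always called active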
SIAH1 antagonists: Siah-1 peptide-binding antagonists, primary screen, biochemical, fluorescence polarization, rhodamine-plectin, uHTS (AID 1817); hit rate 0.02% among 290,000; Siah-1 / rhodamine-plectin peptide fluorescence polarization; higher % means a stronger effect; one-dose displacement, % at 20 µM; IC50 in µM for titrated hits;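 active means displacement of at least 50% at 20 µM, with a fluorescence ratio check between 0.3 and a set limit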;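 further: plate controls were Siah plus tracer with DMSO for no effect and tracer alone without Siah for full effect; strong numbers were not always called active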
XIAP displacement: small molecules displacing peptide from XIAP – biochemical, IAP family, fluorescence polarization (AID 1018); XIAP BIR domain, fluorescence polarization peptide displacement; higher % means a stronger effect; one-dose displacement, % at 20 µM; IC50 in µM for titrated hits; hit rate 0.007% among 200,000; in the data active means displacement above about 50%; further: a part of the inactive calls stands beside numbers as strong as those of hits
WT yeast gro inh: growth inhibition of WT yeast, mitochondrial fusion screen; inhibition, % at 10 µM; mitochondrial fusion phenotypic screen, WT strain; hit rate 2.1% among 190,000; in the data active means inhibition above about 58%; tested in S. cerevisiae
RSV CPE inhibition: RSV antiviral activity via CPE protection, HEp-2 cells, primary 10 µM value included (AID 2391); HEp-2 cells, RSV-induced CPE inhibition; higher % means a stronger effect; CPE inhibition, % at 10 µM, or IC50 in µM where a hit was titrated; hit rate 0.13% among 310,000; in the data active means a potency from the dose series; inconclusive means CPE inhibition mostly from about 23% at the one dose, without a potency; inactive means the rest, 99 in 100 with CPE inhibition below about 21%; further: strong numbers were not always called active
TNAP activators: stimulation of alkaline phosphatase TNAP activity – biochemical, luminescent, no phosphate acceptor, uHTS, primary screen (AID 1001); purified TNAP, luminescent activation assay, no phosphate acceptor; higher activation fold means a stronger effect; activation fold at 20 µM, or EC50 in µM where a hit was titrated; hit rate 0.03% among 200,000; in the data active means activation fold from about 3, or a potency from the dose series; inactive means the rest, 99 in 100 with activation fold below about 1.6; further: many of its hits are not listed in these tables
WT yeast gro inh mutant strain: also measured in WT yeast gro inh; calls as there; inhibition, %; mitochondrial fusion phenotypic screen, mutant strain inhibition
Myeloid diff 2 GFP+ MAC1+ %: also measured in Myeloid diff 2; calls as there; GFP+ MAC1+ double positive, %; measured here: differentiation confirmed by MAC1 staining
An asterisk follows results filed as active; i = inactive; ? = inconclusive; nt = no result given; + = active, no number. Unless noted, no stated cut-off is given here; in the data, active means inhibition above about 50%; inactive means the rest.

The opening eight compounds, ahead of the listing:
SMILES	Myeloid diff 2	Myeloid diff 2 GFP+ MAC1+ %	human PMI inhibitors	human PMI inhibition	Salmonella PhoP GFP	SIAH1 antagonists	XIAP displacement	WT yeast gro inh	WT yeast gro inh mutant strain	RSV CPE inhibition	TNAP activators
O=C(NC(=S)Nc1nc(-c2cccc([N+](=O)[O-])c2)cs1)c1ccccc1Cl	i	0.2	-10%	-4%	-6%	-3%	-7.3%	2	2	21%	1.1
COc1cc(CN2CCN(Cc3c[nH]c4ccccc34)CC2CCO)cc(OC)c1 (stereo not given)	i	0.5	nt	nt	-4%	0%	nt	nt	nt	0.0%	nt
CC(=O)OC[C@H]1O[C@@H](O/N=C/[C@@H](C)[C@H](OCc2ccccc2)C(C)C)[C@H](OC(C)=O)[C@@H](OC(C)=O)[C@@H]1OC(C)=O	nt	nt	-2%	-3%	-5%	-2%	-8.0%	-6	-24	0.8%	1
O=C(CNC(=O)C(c1ccccc1)c1ccccc1)N/N=C/c1ccc(O)c([N+](=O)[O-])c1	i	0.8	5%	-3%	4%	-2%	-2.9%	-8	-16	2.2%	1
CCOC(=O)C(=O)NNc1cccc(C)c1C	i	0.6	-125%	-63%	4%	6%	-4.8%	13	11	1.1%	1
O=C(Cn1cnc2c(oc3ccccc32)c1=O)N1CCN(c2ccccc2)CC1	i	1.0	-12%	-9%	-3%	0%	-3.2%	-19	-2	0.5%	1
CCc1cc(=O)oc2c3c(cc(OCC(=O)Nc4cccnc4)c12)OC(C)(C)CC3	i	2.8	nt	nt	-8%	3%	nt	nt	nt	-0.3%	nt
CC(=O)C1=C(NC(=O)c2ccccc2F)C[C@@H]2[C@H]1C2(C)C	i	0.4	9%	6%	-5%	3%	-5.2%	-21	-30	0.9%	1

Results (from the top)
SMILES	Myeloid diff 2	Myeloid diff 2 GFP+ MAC1+ %	human PMI inhibitors	human PMI inhibition	Salmonella PhoP GFP	SIAH1 antagonists	XIAP displacement	WT yeast gro inh	WT yeast gro inh mutant strain	RSV CPE inhibition	TNAP activators
O=C(NC(=S)Nc1nc(-c2cccc([N+](=O)[O-])c2)cs1)c1ccccc1Cl	i	0.2	-10%	-4%	-6%	-3%	-7.3%	2	2	21%	1.1
COc1cc(CN2CCN(Cc3c[nH]c4ccccc34)CC2CCO)cc(OC)c1 (stereo not given)	i	0.5	nt	nt	-4%	0%	nt	nt	nt	0.0%	nt
CC(=O)OC[C@H]1O[C@@H](O/N=C/[C@@H](C)[C@H](OCc2ccccc2)C(C)C)[C@H](OC(C)=O)[C@@H](OC(C)=O)[C@@H]1OC(C)=O	nt	nt	-2%	-3%	-5%	-2%	-8.0%	-6	-24	0.8%	1
O=C(CNC(=O)C(c1ccccc1)c1ccccc1)N/N=C/c1ccc(O)c([N+](=O)[O-])c1	i	0.8	5%	-3%	4%	-2%	-2.9%	-8	-16	2.2%	1
CCOC(=O)C(=O)NNc1cccc(C)c1C	i	0.6	-125%	-63%	4%	6%	-4.8%	13	11	1.1%	1
O=C(Cn1cnc2c(oc3ccccc32)c1=O)N1CCN(c2ccccc2)CC1	i	1.0	-12%	-9%	-3%	0%	-3.2%	-19	-2	0.5%	1
CCc1cc(=O)oc2c3c(cc(OCC(=O)Nc4cccnc4)c12)OC(C)(C)CC3	i	2.8	nt	nt	-8%	3%	nt	nt	nt	-0.3%	nt
CC(=O)C1=C(NC(=O)c2ccccc2F)C[C@@H]2[C@H]1C2(C)C	i	0.4	9%	6%	-5%	3%	-5.2%	-21	-30	0.9%	1
NC(=O)c1cnn(Cc2ccc(Cl)cc2)c1N	i	1.6	0%	0%	30%	-3%	-2.1%	4	-34	-1.6%	1
COc1ccc(C(=O)N2CCN(c3ncccn3)CC2)cc1[N+](=O)[O-]	i	0.7	nt	nt	-7%	-2%	nt	nt	nt	0.3%	nt
NC(=O)[C@@H]1[C@@H]2C(=O)N(c3ccc(F)cc3)C(=O)[C@@H]2[C@H]2C=Cc3ccccc3N21	i	0.2	nt	nt	-8%	-1%	nt	nt	nt	1.4%	nt
C/C(=N/NC(=O)c1ccc2c(c1)OCO2)c1cccc([N+](=O)[O-])c1	i	0.4	nt	nt	7%	2%	nt	nt	nt	0.7%	nt
Nc1nc(Nc2ccc(Cl)cc2)nc2ccccc12	i	2.7	-3%	4%	26%	3%	-8.1%	nt	nt	13%	1.1
Cc1nnc(SCC(=O)NNC(=O)c2ccc(Cl)cc2)n1CC1CCCO1 (stereo not given)	i	0.3	nt	nt	-7%	2%	-0.7%	-6	-2	1.2%	1.2
CC12C(=O)N(c3cccc(OC(=O)c4ccco4)c3)C(=O)C1C1c3ccccc3C2c2ccccc21 (stereo not given)	i	1.1	12%	13%	4%	3%	-4.5%	32	25	2.5%	1.1
CCOc1cccc(/C(O)=C2/C(=O)C(=O)N(CCOC)C2c2ccco2)c1 (stereo not given)	i	1.0	-20%	0%	-4%	4%	-6.7%	-13	-11	0.6%	1.1
COC(=O)c1cccc(-c2ccc(C(c3c(C)[nH][nH]c3=O)c3c(C)[nH][nH]c3=O)o2)c1	i	0.6	-2%	-11%	5%	-1%	-7.1%	-17	15	-0.2%	1.3
O=C(NC1CCC(O)CC1)c1cccc2cccnc12 (stereo not given)	i	1.5	nt	nt	1%	0%	nt	nt	nt	1.8%	nt
COc1ccc(C(=O)O/N=C2\CCS(=O)(=O)c3sccc32)cc1	i	0.7	6%	13%	4%	2%	-5.7%	-5	-1	2.9%	1.1
COC(=O)c1ccccc1NC(=O)c1noc2c1CCCC2	i	1.4	7%	5%	-2%	1%	-4.6%	1	-9	1.3%	1.1
CCOC(=O)c1nn(-c2ccccc2F)c2nc(Nc3ccccc3)cc(=O)n12	i	0.6	-4%	-3%	-7%	-6%	-5.0%	-7	-12	2.5%	1
O=C(O)CSc1cc(C(F)(F)F)nc(-c2ccccn2)n1	i	0.7	34%	-3%	10%	3%	-4.3%	9	13	0.1%	1
CCOC(=O)c1sc2nc(N3CCOCC3)c3c(c2c1N)CCN(Cc1ccccc1)C3	i	0.0	21%	23%	4%	5%	-2.0%	10	10	3.6%	1.1
Cc1ccc2c(c1)nnn2C1CCN(CC(=O)Nc2ccc3c(c2)OCCO3)CC1	i	0.8	-4%	-1%	-2%	0%	-4.3%	-10	31	1.2%	1.1
Cc1nn(C)c(C)c1CN(C)S(=O)(=O)c1ccc2ccccc2c1	i	0.6	-4%	-4%	6%	4%	-1.3%	-4	-1	2.8%	1
SMILES	Myeloid diff 2	Myeloid diff 2 GFP+ MAC1+ %	human PMI inhibitors	human PMI inhibition	Salmonella PhoP GFP	SIAH1 antagonists	XIAP displacement	WT yeast gro inh	WT yeast gro inh mutant strain	RSV CPE inhibition	TNAP activators
COC(=O)CCSCc1cn2cc(Cl)ccc2n1	i	0.6	-17%	1%	-6%	2%	-0.6%	1	-6	2.2%	1.2
CC(C)(C)C1CCc2c(sc3nc(SCC(=O)O)nc(N)c23)C1 (stereo not given)	i	0.2	nt	nt	-6%	-3%	nt	nt	nt	14%	nt
CCN(CC)C(=O)C1CCCN(Cc2sccc2C)C1 (stereo not given)	i	0.7	-4%	2%	-12%	6%	-2.2%	-11	1	-0.2%	1.1
CCCCN1C2CCCC1CC(NC(=O)c1cccc(Cl)c1)C2 (stereo not given)	i	0.2	nt	nt	-2%	4%	nt	nt	nt	-0.8%	nt
CCN(CC)c1ccc2c(C)c(Cl)c(=O)oc2c1	i	0.7	-2%	-2%	-8%	0%	-1.3%	11	10	4.4%	1.2
CCC[n+]1c(C)sc2c(OC)ccc(OC)c21	i	0.2	-24%	4%	1%	8%	-0.2%	1	-9	-0.9%	1.1
OC(COC(c1ccc(F)cc1)c1ccc(F)cc1)CN1CCc2ccccc2C1 (stereo not given)	i	0.6	2%	8%	12%	-1%	-5.9%	42	30	5.6%	1.2
CC(=O)c1cccc(NC(=O)NC2CCCCCCC2)c1	i	0.6	nt	nt	3%	-3%	nt	nt	nt	3.4%	nt
Cc1cc(F)ccc1NCc1ccc([N+](=O)[O-])cc1	i	1.1	3%	2%	8%	1%	-4.8%	10	6	13%	1
CCc1nnc(NC(=O)NC(C)(C)C)s1	i	1.2	8%	11%	5%	0%	-7.5%	-15	-3	0.1%	1.1
CN1CCN(c2ccc(S(=O)(=O)N3CCCCC3)cc2NC(=O)c2ccc(C#N)cc2)CC1	i	0.0	-3%	-6%	-29%	6%	4.8%	-14	-16	1.1%	1.1
COc1ccc(NC(=O)CC2C(=O)N(c3ccc(OC)cc3)C(=O)N2CCN2CCN(C)CC2)cc1 (stereo not given)	i	9.0	8%	7%	-8%	2%	-1.0%	6	11	0.9%	1.1
O=C(Nc1ccccc1C(F)(F)F)c1cc(-c2cccc(O)c2)on1	i	4.4	-3%	0%	3%	-2%	-6.2%	8	-10	0.0%	1.1
CCOC(=O)Cn1nc(C)c(NC(=O)CCc2ccccc2)c1C	i	0.7	8%	3%	3%	-2%	-9.2%	-4	7	0.8%	1.1
Cc1[nH]n(-c2ccccc2)c(=O)c1/C=C1\C=NN=C1c1ccccc1	i	0.4	nt	nt	-1%	5%	nt	nt	nt	1.3%	nt
COCC(=O)NC1CCN(S(=O)(=O)c2ccc(C(=O)O)cc2)CC1	i	0.9	9%	4%	-3%	4%	-6.7%	-9	-5	2.9%	1.2
CCOc1ccc2nc(SC3CC(=O)N(c4ccc(OC)cc4)C3=O)sc2c1 (stereo not given)	i	1.4	6%	10%	-8%	0%	-20%	-12	-11	-2.1%	1.1
COCCCNC(=O)c1cc2c(=O)n3cccc(C)c3nc2s1	i	0.3	nt	nt	-1%	2%	nt	nt	nt	3.2%	nt
CCOC(=O)CN1C(=O)N(CC)C(C)=C(C(=O)OC)[C@@H]1c1ccccc1	i	1.9	nt	nt	5%	0%	nt	nt	nt	0.9%	nt
Cc1ccc(/C=N/n2nnnc2N)o1	i	0.8	4%	-3%	6%	3%	-1.1%	8	22	-1.6%	1.2
CCCCCc1cc(=O)[nH]c(=S)[nH]1	i	0.2	nt	nt	1%	-1%	nt	nt	nt	2.5%	nt
Cc1ccc(-c2nc(C3CCCN(S(=O)(=O)c4ccc(C)cc4)C3)no2)cc1 (stereo not given)	i	1.8	6%	7%	15%	3%	-1.0%	28	11	8.3%	1.1
C=CCN1C(=O)CSc2ccc(C(=O)NCc3ccc(F)cc3)cc21	i	4.3	nt	nt	5%	-3%	nt	nt	nt	0.5%	nt
COc1cc2c(cc1OC)CN(C(=O)Nc1ccccc1)CC2	i	0.8	nt	nt	1%	4%	nt	nt	nt	3.2%	nt
CCOC(=O)c1cc(CC)sc1NC(=O)c1ccc(N2C(=O)CCC2=O)cc1	i	6.3	6%	13%	-1%	0%	-5.5%	-7	-3	14%	1.1
c1ccc(-c2cnn3c(-c4ccccc4)c(-c4ccccc4)nc3n2)cc1	+	91*	8%	15%	-108%	0%	-7.0%	21	7	nt	1.4
CCCCC(=O)Nc1nnc(S(=O)(=O)N2CCCCCC2)s1	i	3.0	nt	nt	12%	-1%	nt	nt	nt	1.0%	nt
c1ccc2c(c1)CSc1sccc1C2=C1CCNCC1	+	4.3*	-8%	-12%	?	-5%	-7.2%	27	5	1.2%	1
COc1ccc(S(=O)(=O)N2CCCN(S(=O)(=O)c3ccc(OC)cc3C)CC2)c(C)c1	i	1.8	7%	5%	1%	5%	-8.6%	11	-18	1.1%	1
